Screens: PubChem, several laboratories
Cl transport mod: KCC2 cotransporter modulators, thallium flux, primary screen, cell-based, HEK293 KCC2, FluoZin-2 fluorescence, MLSMR; AID 1456, 2008; Solute carrier family 12 member 5 (Homo sapiens), Q9H2X9; hit rate 2.2% among 190,000; KCC2 cells, thallium flux FluoZin-2 fluorescence; B-score of Tl+ flux slope (higher = more flux/activation; lower = inhibition) at 10 µM;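 active means thallium flux slope and its plate-corrected score both differing from the plate sample mean at a set confidence after two filtering rounds, in either direction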;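 further: slope of fluorescence scaled to starting intensity during 10 to 20 s after thallium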
Target sequence (Q9H2X9 whole entry, looked up): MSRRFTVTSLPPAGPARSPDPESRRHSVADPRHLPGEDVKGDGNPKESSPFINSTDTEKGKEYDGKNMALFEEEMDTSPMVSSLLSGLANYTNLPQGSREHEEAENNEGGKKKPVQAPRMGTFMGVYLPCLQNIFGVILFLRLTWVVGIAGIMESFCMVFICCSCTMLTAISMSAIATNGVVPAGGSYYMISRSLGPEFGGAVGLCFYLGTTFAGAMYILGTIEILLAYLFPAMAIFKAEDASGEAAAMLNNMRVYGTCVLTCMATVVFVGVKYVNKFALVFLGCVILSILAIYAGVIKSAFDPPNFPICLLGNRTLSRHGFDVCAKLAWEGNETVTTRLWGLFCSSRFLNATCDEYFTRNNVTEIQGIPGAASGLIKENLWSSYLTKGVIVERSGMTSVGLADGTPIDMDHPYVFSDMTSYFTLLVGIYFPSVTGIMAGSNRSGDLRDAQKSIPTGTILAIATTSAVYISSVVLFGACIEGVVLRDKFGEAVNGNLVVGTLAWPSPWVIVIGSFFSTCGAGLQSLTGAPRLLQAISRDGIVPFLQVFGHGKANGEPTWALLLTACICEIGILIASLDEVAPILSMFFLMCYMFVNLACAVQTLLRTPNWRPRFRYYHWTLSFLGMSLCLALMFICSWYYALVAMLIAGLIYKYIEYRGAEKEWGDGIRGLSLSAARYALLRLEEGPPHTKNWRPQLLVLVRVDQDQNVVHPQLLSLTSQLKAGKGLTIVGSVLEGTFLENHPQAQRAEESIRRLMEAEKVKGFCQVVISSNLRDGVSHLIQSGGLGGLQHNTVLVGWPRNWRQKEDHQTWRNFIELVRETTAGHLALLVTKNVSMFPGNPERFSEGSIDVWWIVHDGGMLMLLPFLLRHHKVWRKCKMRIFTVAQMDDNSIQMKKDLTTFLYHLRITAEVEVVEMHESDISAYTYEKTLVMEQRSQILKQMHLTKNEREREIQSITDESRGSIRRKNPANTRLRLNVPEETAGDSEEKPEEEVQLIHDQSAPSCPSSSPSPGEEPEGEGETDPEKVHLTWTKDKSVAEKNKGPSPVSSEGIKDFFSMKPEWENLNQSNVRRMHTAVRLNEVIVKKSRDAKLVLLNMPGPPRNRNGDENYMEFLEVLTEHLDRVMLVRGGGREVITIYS
EBV gp42 block: Epstein-Barr virus gp42 inhibitors, primary screen, biochemical, uHTS, fluorescence polarization; Glycoprotein 42 (Epstein-Barr virus (strain AG876)), Q1HVG2; Fluorescence polarization binding assay, mP read-out; inhibition, % (tested at 21.74 µM); hit rate 0.42% among 220,000; AID 1085, 2008; in the data active means inhibition above about 50%
p47phox inh: p47phox/p22phox peptide binding inhibitors, primary screen, biochemical, uHTS, NADPH oxidase regulatory subunit; Neutrophil cytosol factor 1 (Homo sapiens), P14598; fluorescence polarization, 2 h; inhibition, % at 24.7 µM; hit rate 0.53% among 220,000; AID 1274, 2008;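 further: 0% = p47phox with labelled peptide and 100% = labelled peptide alone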
thrombin 1536: human alpha-thrombin inhibitors, primary screen, counter-screen for coagulation protease inhibitor project, biochemical, 1536-well, fluorogenic AMC substrate | Prothrombin (Homo sapiens), P00734 | Boc-VPR-AMC fluorogenic substrate cleavage | inhibition, % at 5 µM | hit rate 0.26% among 220,000 | AID 1046, 2008;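 active means inhibition at or above 40%; inactive means inhibition below 40%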;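 further: 0% = enzyme with no compound and 100% = wells without enzyme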
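Assay system: human alpha-thrombin enzyme. Reagent: Boc-VPR-AMC substrate, 15 µM final. Compound dosing: one concentration per compound, 5 µM, with 0.2% DMSO. Incubation: room-temperature reaction. Technique: AMC fluorescence, 355/460 nm. Measure: % inhibition relative to enzyme controls and enzyme-free blanks.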
KLK5 inh: human KLK5 protease inhibitors, primary screen, biochemical, 1536-well; Kallikrein-5 (Homo sapiens), Q9Y337; recombinant hK5, fluorogenic AMC substrate cleavage; inhibition, % at 5 µM; hit rate 0.59% among 210,000;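 active means inhibition of 40% or more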;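 further: 0% = enzyme controls without compound and 100% = no-enzyme blanks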
eIF4E 4G PPI: eIF4E–eIF4G protein interaction inhibitors, primary screen, biochemical, uHTS, TR-FRET, eIF4GI fragment. TR-FRET eIF4E-eIF4GI(517-606) binding, 2 h. inhibition, % at 21.7 µM. hit rate 0.37% among 220,000. AID 782, 2007;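 further: 0% = full FRET control wells and 100% = background wells lacking eIF4GI fragment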
Rad51 HR inh: human RAD51 strand exchange inhibitors, primary screen, biochemical, fluorescence; DNA repair protein RAD51 homolog 1 (Homo sapiens), Q06609; hRad51 DNA strand exchange, fluorescence dequenching; inhibition, % at 10 µM; hit rate 0.085% among 200,000;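 active means inhibition above 40% at the single screening dose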;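 further: 0% = DMSO control wells and 100% = blanks with heterologous ssDNA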
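System: human Rad51 nucleoprotein filaments preassembled on unlabelled ssDNA. Reagent: labelled 47-mer dsDNA for strand exchange. Schedule: 30-min compound preincubation and 15-min exchange, both room temperature. Measured by: FRET fluorescence dequenching, excitation 485 nm, emission 520 nm. Read-out: Fluorescence-based percent inhibition, control- and blank-normalised. Benchmarks: plate controls and plate blanks.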
14-3-3 Bad inh: inhibitors of 14-3-3 zeta/Bad binding, primary screen, biochemical, TR-FRET, bovine 14-3-3 zeta. hit rate 0.71% among 220,000. AID 781, 2007. TR-FRET 14-3-3zeta/Dy647-pBad peptide displacement, 1 h. inhibition, % at 21.7 µM;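 active means inhibition above about 70%, limit read from the data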;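 further: 0% = full 14-3-3 plus peptide FRET controls and 100% = background without 14-3-3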
Furin inh: human furin inhibitors, primary screen, biochemical, fluorescence intensity; P09958; purified furin, fluorogenic substrate cleavage; inhibition, % at 30 µM; hit rate 0.061% among 220,000; AID 463115, 2010; in the data active means inhibition above about 25%; further: inactives centre near -15
Starred values were filed as active, the others as inactive; i = inactive; . = not tested or not shown; [ ] = remark or other dose.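 How the source made its calls, unless noted: active means inhibition above about 30% (limit read from the data); inactive means the rest.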

Each structure is followed by: Cl transport mod	EBV gp42 block	p47phox inh	thrombin 1536	KLK5 inh	eIF4E 4G PPI	Rad51 HR inh	14-3-3 Bad inh	Furin inh
Cc1cccc(CCNC(=O)CN(C)S(=O)(=O)c2ccc3c(c2)c(=O)n(C)c(=O)n3C)c1
 : -0.247	2.0	8.3	-6.3	-5.3	-2.3	0.6	-5.4	-13.8
CCOC(=O)CN1C(=O)S/C(=C/c2ccc(O)c([N+](=O)[O-])c2)C1=O
 : -0.331	4.1	-9.8	-5.7	-12.2	-2.6[fluorescence artefact?]	6.6	-7.7	-9.8
COCCNc1ccc(N2C(=O)CCCC2=O)cc1[N+](=O)[O-]
 : -0.428	11.6	-3.2	3.3	-11.8	1.2	-2.7	-5.9	-4.5
COc1ccc(-c2nnc(OCc3nc4ccccc4n3C)c3ccccc23)cc1
 : -1.32	-7.0	-9.3	-3.4	-20.8	-5.5	.	-8.2[fluorescence artefact?]	-14.5
COc1ccc(/C=N/NC(=O)CN(Cc2ccccc2)S(=O)(=O)c2ccc3c(c2)OCCO3)cc1
 : -3.94	-5.6	-16.7	4.3	3.8	0.0[fluorescence artefact?]	.	-22.5	-27.1
OCCN(C=NC1=NN(c2cccc(C(F)(F)F)c2)CC1)CCO
 : -0.551	-14.3	-20.4	4.7	-12.1	27.1	-12.0	-13.1	-5.8[20 µM]
CCCc1c(C(=O)NNc2cc(C(F)(F)F)ccc2Cl)cnn1-c1ccccc1
 : 0.668	7.0	-8.0	-4.5	-4.4	-1.6	18.7	-8.0	-18.3
COCCCn1c(-c2ccsc2)nc2c1c(=O)[nH]c(=O)n2Cc1ccccc1
 : -0.418	-14.5	-20.3	1.6	-17.6	11.2	-3.7	-1.8	-7.7
Cc1ccc(-n2ncc3c(=O)[nH]c(SCC(=O)N4CCCc5ccccc54)nc32)cc1
 : 0.872	0.9	4.3	-2.6	-9.7	-0.4	-3.8	-3.6	-11.6
O=C1NC(c2ccccc2)=C(c2ccc3ccccc3n2)C(c2ccc(F)cc2)N1 (stereo unspecified)
 : -1.71	14.5	-10.3	-7.0	-25.1	8.8	.	5.6	-12.1
CCCCSc1nnc(-c2ccc(NC(C)=O)cc2)n1C
 : -0.848	-12.2	-12.2	-4.0	-2.0	0.0	-2.2	-6.3	-13.6
COc1ccc(CCNc2cc(N3CCN(C(=O)c4ccc(C)cc4)CC3)ccc2[N+](=O)[O-])cc1OC
 : -0.179	-15.3	-9.0	5.9	-1.1	-2.2	13.7	-1.6	-6.7
Cc1c(Cl)cccc1NC(=O)CSc1ccc(-c2cccnc2)nn1
 : -1.35	-22.5	-1.9	0.1	0.4	6.6	-1.1	-5.6	-31.0
CCOC(=O)C1C(=O)CC(C)(O)C(C(=O)OCC)C1c1ccc(OC)cc1 (stereo unspecified)
 : -1.5	-2.4	14.6	-0.7	-0.7	7.5[fluorescence artefact?]	7.1	-7.9	-18.3[20 µM]
O=C(Cn1ncc2c(=O)oc3ccccc3c21)Nc1nc2ccccc2s1
 : -0.023	9.8	-8.8	-3.8	0.3	-5.1	3.2	54.0[fluorescence artefact?]	25.4*[20 µM]
CCn1c2ccccc2c2nnc(SCC(=O)Nc3ncccn3)nc21
 : 0.0193	-1.1	-6.7	-3.4	3.2	-1.5	0.3	-7.2	-7.1
c1ccc(-n2ncc3c(N4CCCCC4)ncnc32)cc1
 : -0.23	-3.0	-14.6	1.4	-15.5	-0.3[fluorescence artefact?]	-1.6	2.2[fluorescence artefact?]	-21.6
C/C(=N\NC(=O)C1COc2ccccc2O1)c1cc2ccccc2o1 (stereo unspecified)
 : 2.16	7.7	0.0	10.6	10.1	-1.5	-9.8	3.7	-12.8
CCOC(=O)C1=C[C@]2(CC)CCCN3CCc4c(n1c1ccccc41)[C@@H]32
 : 1.19	-7.5	-15.0	-3.5	-4.9	-1.0	1.0	0.2	-4.6
CCC(Sc1ncccn1)C(=O)Nc1cc(C)on1 (stereo unspecified)
 : -0.774	-7.0	-14.1	-2.2	-3.6	-1.1[fluorescence artefact?]	-7.7	-11.7	-16.1[20 µM]
CCN1CCN(CC(=O)N2c3ccccc3CC2C)CC1 (stereo unspecified)
 : 0.0782	-9.6	-11.0	1.6	-10.9	2.9	2.4	39.9[fluorescence artefact?]	-6.7[20 µM]
CCn1c(SCc2ccc(C(=O)OC)o2)nnc1-c1c[nH]c2ccccc12
 : .	-10.8	-13.4	0.2	0.4	-0.6	-1.1	16.3	-20.6
COC(=O)c1ccccc1OC(=O)c1cc[n+]([O-])cc1
 : 0.421	-9.2	-3.3	0.4	-11.3	-1.4	-92.7	-14.1	-23.1
Cc1ccc(-c2csc(NC(=O)c3cnccn3)n2)cc1C
 : 0.604	6.0	-18.1	-1.6	-1.9	-1.3	-2.7	-6.8	-26.3
Cn1c(SCC(=O)c2ccc3c(c2)OCCO3)nnc1C1CC1
 : -0.00319	-9.0	1.6	11.3	-11.6	2.1	8.5	11.2[fluorescence artefact?]	-11.8[20 µM]
Cc1ccc(C(c2sc3nc(C)nn3c2O)N2CCN(CCO)CC2)cc1 (stereo unspecified)
 : -0.00509	-12.2	1.1	6.0	26.9	-19.4	1.0	-6.3	-29.7
O=C(CCC(=O)c1cccs1)c1cccs1
 : -0.766	-3.9	3.5	5.7	-4.4	1.8	-4.3	-0.7	-20.2[20 µM]
CCN1C(=O)/C(=C/C=C2\N(CC)c3cc(S(=O)(=O)N(C)C)ccc3N2c2ccccc2)SC1=S
 : -0.0245	-137.3	-297.7	-3.6	2.3	5.4	i	-20.8	-11.2
CC(=O)Nc1ccc(/C=N/NC(=O)CNS(=O)(=O)c2ccccc2)cc1
 : 0.291	-11.9	-6.8	-2.7	-1.6	-1.9	19.0	-3.2	-19.6
O=C(CSc1nnc(-c2ccc(C(F)(F)F)cn2)o1)Nc1cccc(Cl)c1
 : -0.00426	-3.7	2.6	-5.6	-11.5	-2.2	7.6	-1.8	-6.5

Sorted by heavy-atom count (descending): some entries from above.
Each structure is followed by: Cl transport mod	EBV gp42 block	p47phox inh	thrombin 1536	KLK5 inh	eIF4E 4G PPI	Rad51 HR inh	14-3-3 Bad inh	Furin inh
COc1ccc(-c2nnc(OCc3nc4ccccc4n3C)c3ccccc23)cc1
 : -1.32	-7.0	-9.3	-3.4	-20.8	-5.5	.	-8.2[fluorescence artefact?]	-14.5
CCCc1c(C(=O)NNc2cc(C(F)(F)F)ccc2Cl)cnn1-c1ccccc1
 : 0.668	7.0	-8.0	-4.5	-4.4	-1.6	18.7	-8.0	-18.3
OCCN(C=NC1=NN(c2cccc(C(F)(F)F)c2)CC1)CCO
 : -0.551	-14.3	-20.4	4.7	-12.1	27.1	-12.0	-13.1	-5.8[20 µM]

The results go on:
Each structure is followed by: Cl transport mod	EBV gp42 block	p47phox inh	thrombin 1536	KLK5 inh	eIF4E 4G PPI	Rad51 HR inh	14-3-3 Bad inh	Furin inh
O=C(CSc1ccc(-c2ccccc2)nn1)N1CCN(c2ccccc2)CC1
 : -1.4	-0.7	-9.3	-1.3	-2.6	-3.2	-2.8	1.4	-14.3
COc1ccccc1NS(=O)(=O)c1ccc(Br)s1
 : 0.698	-17.9	-1.0	3.6	1.9	3.8	-7.7	3.6	-13.6
CN(CC(CC(=O)Nc1nncs1)c1ccccc1)S(=O)(=O)c1ccc(Br)cc1 (stereo unspecified)
 : 0.0117	4.2	-18.6	-7.7	-25.9	3.3	-3.7	-2.4	-18.0
C=CCNC(=O)c1ccc(Sc2ccc(C)cc2)c([N+](=O)[O-])c1
 : .	-1.2	-6.5	2.7	1.3	3.6	-12.3	6.6	-27.1[20 µM]
Brc1ccc(Nc2nc3ccccc3n3nnnc23)cc1
 : -0.319	11.0	-5.8	0.9	-18.3	-4.8	.	-1.9	-10.6[20 µM]
CCOC(=O)C1(S(=O)(=O)c2ccc(Cl)cc2)CCN(Cc2ccc(C)cc2)CC1
 : -0.296	-18.1	-23.9	3.9	-37.3	3.1	-6.9	-12.3	-24.5[20 µM]
CC(C)(C)c1ccc(OCC(=O)OCCNC(=O)c2cccnc2)cc1
 : .	8.2	-5.4	2.7	-17.9	-1.8[fluorescence artefact?]	-3.3	45.0[fluorescence artefact?]	-10.9[20 µM]
Cc1ccc(NC(=O)CCC(=O)NNC(=O)C(C)(C)C)c(C)c1
 : -0.863	-10.2	-6.1	0.0	-8.5	1.8	-17.1	-6.9	-26.9
CCCCOc1ccc(OCCCC)c2c1NC1(N2)C(=O)N(C(C)=O)c2ccccc21
 : 1.63	-41.4	-20.8	-0.8	-18.2	-8.3	-14.4	-4.6	-17.3
Cc1cc2c(c(=O)n1Cc1ccc3c(c1)OCO3)C(c1cccnc1)C(C#N)=C(N)O2 (stereo unspecified)
 : 1.08	-8.5	-1.5	0.7	-11.8	-2.0	3.2	0.5	-16.8
O=C(CSc1nc2ccccc2[nH]1)Nc1c(F)cccc1F
 : -0.552	-30.5	-22.6	-3.6	-4.6	4.6[fluorescence artefact?]	-5.3	0.8	8.7[20 µM]
CCOC(=O)Cn1c(=O)oc2cc(S(=O)(=O)N3CCn4c3nc3ccccc34)ccc21
 : -0.0633	-6.3	-15.6	-7.2	-28.2	-0.3[fluorescence artefact?]	1.7	1.4[fluorescence artefact?]	-17.9
Cn1nnnc1SCC(=O)NCc1ccco1
 : 0.774	-22.9	-4.9	0.7	-7.5	9.0	-3.0	-11.9	-8.7[20 µM]
CCC(C)NS(=O)(=O)c1ccc(OCC(=O)N2CCCCC2)cc1 (stereo unspecified)
 : 0.807	-30.5	4.0	2.3	-3.6	.	4.1	.	-8.9[20 µM]

3 compounds already listed, ordered by the value under p47phox inh, falling.
compound	p47phox inh
Cc1cc2c(c(=O)n1Cc1ccc3c(c1)OCO3)C(c1cccnc1)C(C#N)=C(N)O2 (stereo unspecified)	-1.5
Brc1ccc(Nc2nc3ccccc3n3nnnc23)cc1	-5.8
Cc1ccc(NC(=O)CCC(=O)NNC(=O)C(C)(C)C)c(C)c1	-6.1
